FLuc modulator = firefly luciferase modulation, counter-screen for miR-21 project | P08659 | purified FLuc, Km substrates, luminescence inhibition | Potency, µM (highest dose often 57.5 µM), without a hit: at the highest dose activity change, negative = inhibition, hits mostly inhibitors | actives 6.9% (n = 360,000) | AID 588342; active = well fitted inhibition curve with a large enough effect; inconclusive = small, poorly fitted or top-dose-only effect;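 also: plate controls were vehicle for no effect and reference inhibitor for full effect; nearly all actives have a fitted effect of over 55% in size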
Target sequence (P08659 whole entry, looked up): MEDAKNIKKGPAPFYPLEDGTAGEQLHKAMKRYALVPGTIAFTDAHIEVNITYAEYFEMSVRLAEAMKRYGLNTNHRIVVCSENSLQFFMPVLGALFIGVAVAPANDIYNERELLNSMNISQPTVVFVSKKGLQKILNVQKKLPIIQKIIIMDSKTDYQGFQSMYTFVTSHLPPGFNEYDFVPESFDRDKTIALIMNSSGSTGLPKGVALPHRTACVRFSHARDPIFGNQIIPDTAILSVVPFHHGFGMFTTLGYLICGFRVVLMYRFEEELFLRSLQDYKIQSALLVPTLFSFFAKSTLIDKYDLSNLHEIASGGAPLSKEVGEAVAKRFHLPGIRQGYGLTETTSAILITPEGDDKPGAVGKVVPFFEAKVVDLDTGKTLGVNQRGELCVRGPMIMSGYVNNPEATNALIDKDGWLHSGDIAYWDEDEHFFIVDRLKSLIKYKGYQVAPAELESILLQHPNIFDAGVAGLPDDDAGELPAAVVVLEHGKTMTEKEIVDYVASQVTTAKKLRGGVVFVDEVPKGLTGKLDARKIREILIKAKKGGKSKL
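Biochemical qHTS of compounds, final roughly 60 µM downward over six points, against 10 nM purified firefly luciferase using Km concentrations of substrates (10 uM D-luciferin, 10 uM ATP) in Tris acetate pH 7.5 buffer; luminescence output.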
Numbers without * were called inactive; ? = inconclusive. Potency is read from the fitted curve at half-maximal effect. Not all compounds are listed (hit frequency here may not be typical).

| SMILES | FLuc modulator |
| --- | --- |
| CC(=O)Nc1ccc(NS(=O)(=O)c2c(C(=O)N3CCC(C)CC3)c(C)n(C)c2C)cc1 | -4% |
| CC(C)(C)c1ccc(C(=O)NC(Cc2c[nH]c3ccccc23)C(=O)OCC(=O)c2ccc(Cl)cc2)cc1 (stereo not drawn) | -4% |
| O=C(OCC1CCCO1)c1ccc2c(c1)N(Cc1c(F)cccc1Cl)C(=O)c1ccccc1S2(=O)=O (stereo not drawn) | -7% |
| COc1cccc(C(=O)Nc2ccccc2OCc2cc(=O)n3cc(C)ccc3n2)c1 | -7% |
| COc1cccc(CN2CCc3nc(Nc4ccc5c(c4)OCCO5)ncc3C2)c1OC | ? |
| O=C(c1ccc2c(c1)OCCO2)N(Cc1cccnc1)c1nc2c(Cl)cccc2s1 | -15% |
| CCOC(=O)Cn1c(=O)oc2cc(S(=O)(=O)N3CCN(c4ccc(F)cc4)CC3)ccc21 | 2% |
| CCOc1ccccc1N1CCN(S(=O)(=O)c2ccc(C3CCCCC3)cc2)CC1 | 4% |
| Cc1ccc(-c2nnc(Nc3ccc(C(=O)N(C)C)cc3)c3ccccc23)cc1S(=O)(=O)N(C)C | ? |
| COc1ccc(-c2nnc(SCC(=O)NC3CCCCC3)nc2-c2ccc(OC)cc2)cc1 | 4% |
| CCCCNc1nc2c(c(=O)n(Cc3ccc(Cl)cc3)c(=O)n2C)n1C | -2% |
| CCn1cc(S(=O)(=O)c2cccc(C)c2)c(=O)c2cc(F)c(N3CCN(c4ccccc4)CC3)cc21 | -1% |
| CCOC(=O)c1ccc(NC(=O)CN2Cc3ccccc3C2=O)cc1 | 6% |
| COc1ccc(-c2nc3ccccc3o2)cc1NC(=O)c1ccc(-c2ccc(C)c(Cl)c2)o1 | -2% |
| CCc1ccc(NC(=O)CC2C(=O)N(c3cccc(C)c3)C(=O)N2Cc2ccc(F)cc2)cc1 (stereo not drawn) | -1% |
| COc1ccc(CNC(=O)Cc2csc3ccccc23)cc1OC | ? |
| COC(=O)c1cc2oc(C)cc2n1Cc1cc(C)ccc1C | -1% |
| Cc1cccc(NC(=O)c2ccc(F)c(S(=O)(=O)NCc3ccc4c(c3)OCO4)c2)c1 | 2% |
| CCC(C)Nc1oc(-c2ccc(COc3ccc(Cl)cc3)o2)nc1C#N (stereo not drawn) | 0% |
| O=C(NCCCN1CCN(c2ccccc2)CC1)c1ccc2nc(CCc3ccccc3)oc2c1 | 0% |

Given with each value named: four of the compounds above.
Molecule: O=C(OCC1CCCO1)c1ccc2c(c1)N(Cc1c(F)cccc1Cl)C(=O)c1ccccc1S2(=O)=O (stereo not drawn)
  FLuc modulator = -7%
Molecule: COc1cccc(C(=O)Nc2ccccc2OCc2cc(=O)n3cc(C)ccc3n2)c1
  FLuc modulator = -7%
Molecule: COc1cccc(CN2CCc3nc(Nc4ccc5c(c4)OCCO5)ncc3C2)c1OC
  FLuc modulator = ?
Molecule: O=C(c1ccc2c(c1)OCCO2)N(Cc1cccnc1)c1nc2c(Cl)cccc2s1
  FLuc modulator = -15%

Continued:
| SMILES | FLuc modulator |
| --- | --- |
| CC1CCCCN1C(=O)CSc1c2c(nc3cc(Cl)ccc13)CCCC2 (stereo not drawn) | -2% |
| CCOC(=O)C1CCN(C(c2ccc(C)cc2)c2c(O)cc(C)n(CCOC)c2=O)CC1 (stereo not drawn) | 6% |
| O=C(c1cccs1)c1cn(CCOc2ccccc2Cl)c2ccccc12 | -1% |
| Cc1ccc(C(C)C)c(OCC(=O)Nc2nc3c(s2)CCCC3)c1 | 4% |
| Cc1ccc(-c2nc(S(=O)(=O)c3ccc(C)cc3)c(N3CCCCC3)o2)cc1 | 1% |
| CC1=C(C(=O)Nc2ccccc2)C(c2cccc(Cl)c2)n2nc(SCC(=O)c3ccc(C)cc3)nc2N1 (stereo not drawn) | -5% |
| Cc1c(C(=O)NCc2ccccc2Br)oc2ccc3c(c12)C(=O)CC(C)(C)O3 | 1.7µM* |
| CCCc1nnc(NC(=O)CSc2nnc3c4ccccc4n(CC)c3n2)s1 | ? |
| COc1ccc(OCc2nc(-c3ccc(-n4cccc4)cc3)no2)cc1 | -1% |
| Cc1ccccc1NC(=O)CN(C)S(=O)(=O)c1cccc2nsnc12 | 3% |
| COc1ccc2oc(=O)cc(CN3CCN(C(=O)c4ccccc4)CC3)c2c1 | 3% |
| O=C1c2oc3ccccc3c(=O)c2C(c2cccc(Br)c2)N1c1ccccn1 (stereo not drawn) | 2% |
| Cc1cccc(-c2nc3scc(CCNS(=O)(=O)c4ccc(Oc5ccccc5)cc4)n3n2)c1 | -1% |
| CCCS(=O)(=O)N1CC(=O)N(c2cccc(Cl)c2)C(C)(C(=O)NC2CCCCC2)C1 (stereo not drawn) | 2% |
| Cc1ccc(C(=O)N(Cc2ccc(N(C)C)cc2)CC2CCCO2)cc1 (stereo not drawn) | -7% |
| COC(=O)c1ccc(NC(=O)CSc2ccc(-c3cccs3)nn2)cc1 | 0% |
| CCCCN(CCCC)CCNC(=O)c1cc(=O)[nH]c2ccc(S(=O)(=O)N3CCCCCC3)cc12 | -3% |
| Cc1noc(Cn2c(=O)c3cc4c(cc3n(CC(=O)Nc3ccccc3F)c2=O)OCO4)n1 | 1% |
| COc1ccc(C2C=C(c3cccc(OC)c3)Nc3c(C(=O)Nc4ccccc4)cnn32)cc1 (stereo not drawn) | -1% |
| CCOC(=O)c1nnn(CC(=O)NC(=O)Nc2ccccc2F)c1C(=O)OCC | -6% |
| Cc1cc(-n2c(SCC(=O)NCc3ccccc3)nc3ccsc3c2=O)ccc1Cl | -11% |
| Cn1cc(-c2cc3n(n2)CCC(=O)N3CCCC(=O)Nc2ccc(Cl)cc2)c2ccccc21 | -3% |
| Cc1ccccc1CSc1nc2c(sc3ccccc32)c(=O)n1CCCOC(C)C | 3% |
| CCN(CC)c1ccc(C(=O)NCc2nc3cccnc3n2Cc2ccc(C)cc2)cc1 | -1% |
| COc1ccc(NS(=O)(=O)c2ccc3c(c2)CCCN3C(=O)C2CCC2)cc1OC | -5% |
| Oc1ccccc1-c1nc(/C=C/c2ccc(F)cc2)nn1-c1ccccc1 | ? |
| COc1cc(-c2cc(OC)c3c(C)oc(C)c3c(=O)c2)ccc1OC(=O)c1cccc(Cl)c1 | -9% |
| Cc1cccc(-c2csc(N3CCC(C(N)=O)CC3)n2)c1 | ? |
| Cc1ccc(CNC(=O)c2c(Nc3ccccc3C)sc(C(=O)c3ccc(F)cc3)c2N)cc1 | -9% |
| CCCCCC(=O)N(c1ccc(OCC)cc1)S(=O)(=O)c1ccc2c(c1)n(C)c(=O)n2C | -1% |
| COc1ccc(OC)c(CNC(=O)c2ccc(C)c(NC(=O)c3nsc4ccccc34)c2)c1 | -5% |
| Cc1ccc(Cn2c(=O)n(Cc3nc(-c4ccccc4)no3)c(=O)c3cc4c(cc32)OCO4)cc1 | -6% |
| CN(C)CCNC(=O)Cn1nc(N2CCN(c3ccccc3)CC2)ccc1=O | -4% |
| O=C(NCCc1ccccc1)c1cc(-c2ccc(Br)cc2)on1 | -7% |
| Cc1ccc2c(CC(=O)Nc3ccc(S(=O)(=O)N4CCCCC4)cc3)coc2c1C | 1% |
| COc1ccccc1-c1nc2c(c(SCc3cc(C)ccc3C)n1)Cc1c(CO)cnc(C)c1O2 | -5% |
| CCOc1ccc(CCNC(=O)c2sc3nc4n(c(=O)c3c2C)CCCC4)cc1 | 0% |
| CCc1ccc(-c2nn(CC(=O)NC3CCCC3)c3c2cnc2ccc(C)cc23)cc1 | -2% |
| Cc1cc(C)c(NC(=O)CN2C(=O)c3cccnc3Oc3ccc(C)cc32)c(C)c1 | 2% |
| COc1ccc(CNC(=O)c2sc3nc4n(c(=O)c3c2C)CCCC4)cc1 | ? |
| COc1ccc(NC(=O)c2ccco2)cc1NC(=O)c1cc(Br)ccc1Cl | -15% |
| Cc1ccc(-n2nc(C)c3c(C)cc(=O)n(CC(=O)N4CCCc5ccccc54)c32)cc1 | -9% |
| CC1CCCN(C(=O)CSc2c3c(nc4cc(Cl)ccc24)CCCC3)C1 (stereo not drawn) | -15% |
| CCOC(=O)c1sc2ccccc2c1S(=O)(=O)Nc1ccc(OC)c(Cl)c1 | ? |
| CCC(C)NC(=O)CSc1nc2n[nH]c(C)c2c(=N)n1-c1ccc(C)c(Cl)c1 (stereo not drawn) | 0% |
| CCOc1ccc(C2c3c(oc4ccccc4c3=O)C(=O)N2c2nnc(C)s2)cc1OC (stereo not drawn) | 3% |
| COc1ccc(Cl)cc1NC(=O)CSc1nccn1-c1ccc(Cl)cc1 | -20% |
| Nc1c(C(=O)Nc2ccc(Cl)cc2F)sc2nc(-c3cccs3)ccc12 | -11% |
| CC(C)(C)OC(=O)N1CCC(c2c(C(=O)N3CCN(c4ccccc4F)CC3)cnn2-c2ccccc2Cl)CC1 | 3% |
| Cc1ccc(NC(=O)CN2C(=O)C(c3ccc(F)cc3)=NC23CCCCC3)c(C)c1 | 1% |
| CCc1c(CN2CCN(c3cccc(C)c3C)CC2)csc1C | -1% |
| O=C1c2[nH]nc(-c3ccccc3O)c2C(c2cccc(OCc3ccccc3)c2)N1CCO (stereo not drawn) | -1% |
| COc1ccccc1CNS(=O)(=O)c1ccc2c(c1)CC(C)N2C(C)=O (stereo not drawn) | -7% |
| COc1cc(NC(=O)c2cnc3c(-c4ccc(F)cc4)c(C)nn3c2C)cc(OC)c1 | -13% |
| COc1ccc2c(C)c(CCC(=O)NCCc3ccc(Cl)cc3)c(=O)oc2c1 | -16% |
| CCOc1ccc(OCC)c(NS(=O)(=O)c2c(C(=O)N3CCCCCC3)c(C)n(C)c2C)c1 | -5% |
| Cc1nn(-c2ccccc2)c2sc(C(=O)Nc3ccc(Br)cc3)cc12 | 1% |
| COc1ccc(-n2nnnc2C2CCN(S(=O)(=O)c3cccc(Cl)c3C)CC2)cc1 | -2% |
| O=C(Cc1ccc(Cl)cc1)Nc1ccc2nn(-c3ccc(Cl)cc3)nc2c1 | -1% |
| CCOc1cc(C(=O)Nc2ccc3c(c2)n(C)c(=O)c(=O)n3C)cc(OCC)c1OCC | -2% |

Remaining list, next part
| SMILES | FLuc modulator |
| --- | --- |
| CC1CCn2c(nc3cc(C(=O)NCc4ccccc4)ccc32)C1 (stereo not drawn) | ? |
| CC(=O)c1cccc(NC(=O)Cc2noc3ccccc23)c1 | -5% |
| Cc1ccc(NC(=O)CSc2nccn2Cc2ccco2)cc1Cl | ? |
| Cc1ccc(C)c(N(C)C(=O)CCNC(=O)Cn2cnc3ccccc3c2=O)c1 | 1% |
| Clc1cccc(-n2ncc3c(N4CCN(Cc5ccccc5)CC4)ncnc32)c1 | -11% |
| COc1cc(Nc2nn(-c3ccc(OC(F)(F)F)cc3)nc2C(C)=O)cc(OC)c1 | 9% |
| Cc1cc(C)c(S(=O)(=O)Nc2ccc3oc4c(c3c2)CCCC4)cc1C | ? |
| CC(NC(=O)CCc1cn(Cc2ccccc2Cl)c2ccccc12)c1ccccc1 (stereo not drawn) | 7% |
| Cc1cccc(OCc2ccc(-c3nc(C#N)c(N4CCC(C(N)=O)CC4)o3)o2)c1 | -12% |
| Cc1csc2nc(COc3ccc(NC(=O)COc4ccc(F)cc4)cc3)cc(=O)n12 | -6% |
| COc1ccc(C(=O)NCCc2sc(-c3ccc(Cl)cc3)nc2C)c(OC)c1 | ? |
| CC1CCN(C(=O)CSc2nc(-c3ccc(C(C)C)cc3)no2)CC1 | 3.4µM* |
| Cc1c(NC(=O)c2ccc(OC(C)C)cc2)cccc1-c1nc2ncccc2o1 | ? |
| CCOc1ccc(C2c3[nH]c4ccccc4c3CCN2C(=O)Cc2cccc(OCC)c2OCC)cc1 (stereo not drawn) | -2% |
| CCOc1ccc(-n2nc3ccc(NC(=O)COc4ccccc4C)cc3n2)cc1 | -6% |
| O=C(Cn1nc(C(F)(F)F)c2c1CCCC2)Nc1cccc(Cl)c1 | -17% |
| CCCc1cc(=O)[nH]c(Nc2ccc(OCC)cc2)n1 | 6% |
| Cc1ccc(-n2ncc(C(=O)NCc3ccco3)c2C2CCN(C(=O)OC(C)(C)C)CC2)cc1C | -9% |
| Cc1ccccc1-c1nnc(CN2CCN(c3cccc(C)c3C)CC2)o1 | -12% |
| COc1cc(C2Nc3ccccc3-c3cc(C)nn32)ccc1O (stereo not drawn) | 0% |
| Cc1cc(C)n(-c2nc3cc(Cl)ccc3nc2N2CCN(c3ccccc3F)CC2)n1 | -12% |
| CCc1cc2c(cc3c(=O)n(CC(=O)N4CCCCC4)ncn32)s1 | -1% |
| CCN(CC)c1ccc(CNCCCSc2nnnn2C)cc1 | -1% |
| Cc1ccc(C(=O)Nc2nnc(S(=O)(=O)N(C)Cc3ccco3)s2)cc1 | -5% |
| CCc1ccc2occ(CC(=O)Nc3nnc(SC)s3)c2c1 | -2% |
| CCc1ccccc1NC(=O)c1nnn(Cc2ccc(Cl)cc2)c1N | 4% |
| Cc1[nH]c2ccccc2c1SCCNC(=O)c1ccc(F)cc1 | -11% |
| Cc1cccc(CNC(=O)c2ccc3nc(-c4ccccc4)c(-c4ccccc4)nc3c2)c1 | -18% |
| Cn1cccc1-c1cc2n(n1)CCC(=O)N2CCCC(=O)NCc1cccc(Cl)c1 | 6% |
| CCOc1ccc(-c2ccc(NS(=O)(=O)c3cc(C)ccc3OC)cc2)nn1 | 0% |
| Cc1cccc(NC(=O)CSc2nc(-c3ccccc3)cn2-c2ccccc2)c1C | 0% |
| CC(C)(C)CC(=O)NCC(c1ccc2c(c1)OCO2)N1CCOCC1 (stereo not drawn) | -1% |

Look-ups from above:
`Cc1cc(C)n(-c2nc3cc(Cl)ccc3nc2N2CCN(c3ccccc3F)CC2)n1` @ FLuc modulator = -12%
`CCc1cc2c(cc3c(=O)n(CC(=O)N4CCCCC4)ncn32)s1` @ FLuc modulator = -1%

Source: PubChem (National Center for Advancing Translational Sciences (NCATS))
